GLP-1R agonist: agonists of human GLP-1 receptor | P43220 | HEK293 GLP-1R CRE-luciferase, luminescence, 4-6 h; cells express a hypersensitive GLP-1R form | Potency, µM (highest dose often 45.6 µM), inactives show at the top dose activation, usual class: activators | 380,000 tested, 0.007% active | AID 624172; further: % of control where 0% means no effect
Target sequence (P43220 whole entry, looked up): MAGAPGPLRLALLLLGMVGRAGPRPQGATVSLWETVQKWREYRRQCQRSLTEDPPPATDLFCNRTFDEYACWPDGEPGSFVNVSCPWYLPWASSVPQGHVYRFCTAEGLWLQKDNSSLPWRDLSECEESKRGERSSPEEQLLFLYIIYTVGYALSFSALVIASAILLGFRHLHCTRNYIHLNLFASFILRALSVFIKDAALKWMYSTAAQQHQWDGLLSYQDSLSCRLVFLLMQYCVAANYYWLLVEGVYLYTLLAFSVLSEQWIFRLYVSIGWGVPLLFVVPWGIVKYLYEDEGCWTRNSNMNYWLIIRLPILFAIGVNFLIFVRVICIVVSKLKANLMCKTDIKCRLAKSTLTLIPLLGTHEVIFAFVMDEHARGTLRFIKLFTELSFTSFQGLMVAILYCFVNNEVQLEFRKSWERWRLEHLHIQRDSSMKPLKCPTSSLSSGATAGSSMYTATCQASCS
GLP1R cytotox: cytotoxic in the GLP-1 receptor inverse agonist counter-screen | HEK293 cAMP-luciferase reporter cells, luminescence, 24 h | Potency, µM (top dose mostly 38.3 µM), inactives show top-dose activity change, negative = inhibition, usual class: inhibitors | 410,000 tested, 0.13% active;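 further: loss of luciferase light is scored as toxicity; on the % scale 0 is the no-effect control and ±100 the full control effect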
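Step one: seed cells (200 cells/uL, DMEM with 10% Nu serum, 1% pen-strep). Step two: 12-hour incubation at 37 deg C. Step three: pin 23 nL compound, incubate 24 hr. Step four: add luciferase reagent, read luminescence 12 min later.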
HT1080NT lethal: kills 2HG-producing HT-1080-NT fibrosarcoma cells; HT-1080-NT fibrosarcoma viability, CellTiter-Glo ATP luminescence, 48 h; 360,000 tested, 1.6% active; Potency, µM (top dose mostly 46.1 µM), for inactives: at the top dose activity, negative = less viability, most hits filed as cytotoxic;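 further: NT is the 2HG producing partner of a matched IDH1 knockdown line; 0% = DMSO-treated cells and -100% = media-only wells without cells; nearly all actives have a fitted effect of over 55% in size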
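HT-1080-NT; 750 cells/well; 5% FBS RPMI; 48 h compound, 37 degrees C; CellTiter-Glo luminescence; curve fitting and curve-class assignment.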
KB-V1 cytotox: KB-V1 MDR subline cytotoxicity. KB-V1 MDR cells viability, CellTiter-Glo, 72 h. Potency, µM (highest dose often 46.1 µM), for the others: top-dose activity change, negative = cytotoxicity, hits mostly cytotoxic. 400,000 tested, 3.4% active; further: on the % scale 0 is the no-effect control and ±100 the full control effect; nearly all actives have a fitted effect of over 60% in size
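qHTS viability screen in drug-selected KB-V1 MDR cells: 72 h compound treatment at 37 degrees C, ATP luminescence end point.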
TDP-43 yeast inh: rescues yeast growth from TDP-43 toxicity; 410,000 tested, 1.8% active; TDP-43 expressing yeast growth rescue, BacTiter-Glo, 24 h; Potency, µM (series often up to 46.1 µM), without a hit: at the highest dose growth rescue (activation), hits mostly activators; further: % of control where 0% means no effect; nearly all actives have a fitted effect of over 50% in size
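Growth rescue of TDP-43-toxic yeast measured as ATP luminescence (BacTiter-Glo). Cells grown to mid-log in raffinose, induced in galactose at OD600=0.02, exposed to compound 24 hr at 30 deg C.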
SW480 rerep: DNA re-replication induction in SW480 cells; SW480 DNA re-replication, Hoechst DNA content imaging, 48 h; Potency, µM (highest dose often 46.1 µM), for the others: at the top dose re-replication activation, most hits filed as activators; 340,000 tested, 1.8% active; AID 624297; further: % of control where 0% means no effect; nearly all actives have a fitted effect of over 55% in size
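Hoechst fluorescence of nuclei (405 nm excitation, 500-530 nm emission) measured by plate-scanning imager after 48 hr compound exposure at 37 C; re-replication scored as increased number of nuclei with elevated intensity.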
HT1080 IDH1KD tx: HT-1080 IDH1 knockdown cell toxicity (counter line); HT-1080 IDH1 knockdown viability, ATP luminescence, 48 h; Potency, µM (doses to about 46.1 µM), without a hit: at the top dose activity, negative = toxicity, most hits filed as cytotoxic; 360,000 tested, 2% active; AID 686971;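 further: 0% = DMSO wells and -100% = cell-free medium wells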
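Luminescent ATP read-out (CellTiter-Glo, 10 min at room temperature) after 48 h compound exposure at 37 °C gave viability of IDH1-knockdown HT-1080 cells. Activity was normalised to DMSO and cell-free wells, then fitted as concentration-response curves.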
GLP1R inv ag: acts as inverse agonist at human GLP-1 receptor. P43220. HEK293 GLP-1R CRE-luciferase, luminescence, 24 h; GLP-1R form is constitutively active. Potency, µM (highest dose often 38.3 µM), for inactives: at the top dose activity change, negative = inhibition, hits mostly inhibitors. 410,000 tested, 1.6% active. AID 624417; further: on the % scale 0 is the no-effect control and ±100 the full control effect; nearly all actives have a fitted effect of over 55% in size
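Cells are plated, allowed 12 hours at 37 deg C, then treated with compounds for 24 hr before luciferase detection reagent is added and luminescence is read after 12 min at room temperature. The HEK293 line carries constitutively active GLP-1R with a cAMP-responsive reporter.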
KB-3-1 tox: kills parental KB-3-1 adenocarcinoma cells; KB-3-1 viability, CellTiter-Glo ATP luminescence, 72 h; Potency, µM (series often up to 46.1 µM), for inactives: top-dose activity change, negative = cytotoxic, usual class: cytotoxic; 400,000 tested, 1.4% active; AID 1347075; further: on the % scale 0 is the no-effect control and ±100 the full control effect; nearly all actives have a fitted effect of over 60% in size
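Parental KB-3-1 adenocarcinoma cells in phenol-red-free DMEM with 10% FBS were pin-treated with compounds at several concentrations, incubated 72 h at 37 °C, and viability read by CellTiter-Glo luminescence; concentration-effect curves were fitted after normalization.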
* hit, by the source's call; u = inconclusive; x = not tested or not shown; & = joins results of further samples; [ ] = dose if it differs, or a comment. The call rests on the fitted dose curve; in most records, active means well fitted curve in the direction sought with a large enough effect; inconclusive means small, poorly fitted or top-dose-only effect, or another doubt; inactive means no such curve, though single readings can be large; an effect the other way counts as inactive or inconclusive. Potency means the concentration at half of the fitted maximal effect. A portion of the library, so the mix of outcomes need not match the whole.

smiles	GLP-1R agonist	GLP1R cytotox	HT1080NT lethal	KB-V1 cytotox	TDP-43 yeast inh	SW480 rerep	HT1080 IDH1KD tx	GLP1R inv ag	KB-3-1 tox
COP(=O)(OC)c1nc(-c2ccc([N+](=O)[O-])cc2)oc1N1CCCCC1	5%	34%[activator]	-3%	0%	20%	-13%	0%	16%	3%
NCCc1ccc(OCc2ccccc2)c(OCc2ccccc2)c1	-40%[inhibitor]	u	-25%	23µM*	-5%	u	u	u	u
COC(=O)C1C2c3ccccc3OC1(C)N=c1s/c(=C/c3cnn(C)c3)c(=O)n12 (stereo unspecified)	-9%	-2%	-2%	1%	-8%	-5%	0%	2%	0%
O=C(COc1ccc(Cl)cc1Cl)Nc1ccc(CN2CCCCC2)cc1	8%	-1%	-5%	0%	4%	-30%[inhibitor]	3%	u	-12%
COc1cc2c(cc1OC)CN(C(=O)CCOc1ccccc1C)CC2	13%	u	u	16µM*	u	u	u	-28%	u
CN(C)C(=O)Oc1cc(=O)n2c3c(cccc13)CCC2	6%	2%	12%	0%	-8%	-4%	20%	13%	1%
CC1CN(c2ccc([N+](=O)[O-])c3cccnc23)CC(C)N1 (stereo unspecified)	5%	u	-28%	-15%	-14%	-7%	-26%	-24%	-2%
CCN1C(=O)c2ccccc2Sc2ccc(NC(=O)Cc3ccc(OC)c(OC)c3)cc21	x	4%	x	u	1%	x	x	u	2%
CCOC(=O)C1=C(N)OC2=C(C(=O)CC(C)(C)C2)C12C(=O)Nc1ccccc12 (stereo unspecified)	-2%	-20%	0%	17%	-23%	0%	9%[9.24 µM]	-18%	13%
CCN(c1ccccc1)S(=O)(=O)c1ccc(C(=O)NCC(c2ccccc2OC)N2CCCC2)cc1 (stereo unspecified)	1%	5%	-9%	u	21%	u	-14%	u	u
CC(C(=O)c1cn(C)c2ccccc12)c1ccccc1 (stereo unspecified)	3%	5%	12%	0%	12%	-1%	-4%	u	1%
Cc1ccc(NC(=S)NCC2CCCO2)cc1 (stereo unspecified)	3%	16%	-4%	-27%	-15%	-2%	0%	7%	-7%
CC(C)(C)n1nnnc1C(C1CC1)N1CCC2(CC1)C(=O)NCN2c1ccccc1 (stereo unspecified)	-2%	-5%	17%	-11%	9%	x	1%	-9%	0%
COC(=O)C1=C(c2ccc(Cl)c(C(F)(F)F)c2)C[C@@H]2CC[C@H]1N2C(=O)NCc1ccc2c(c1)OCO2	5%	26%	u	-13%	-9%	1%	11%	7%	-13%
CC1CC(C)CN(CC(=O)c2ccc(OC(F)F)cc2)C1 (stereo unspecified)	4%	5%	9%	-2%	1%	-4%	4%	16%	0%
O=C1C2CCN(CC2)C1Cc1ccc(OCc2ccccc2)cc1 (stereo unspecified)	1%	-2%	-10%	-29%	-7%	9%	-3%	u	0%
N[C@@H](Cc1c[nH]c2ccccc12)c1nnc(SCc2ccccc2F)o1	9%	-9%	-4%	-5%	-2%	0%	-1%	0%	3%
COc1cccc(C(=O)C2CCCN(Cc3cccc4c3OCO4)C2)c1 (stereo unspecified)	-3%	1%	-29%	-6%	14%	2%	-15%	u	2%
COC1=CC(=O)[C@]2(C=C1OC)OC[C@@H]1Oc3c(ccc4c3C=CC(C)(C)O4)C(=O)[C@@H]12	3%	0%	-19%	u	0%	6%[9.22 µM]	-10%	-19%	0%
COC(=O)C1C2c3ccccc3C(c3ccccc32)C1C(=O)OC (stereo unspecified)	2%	0%[7.66 µM]	-3%	u	13%	0%	0%	-9%[7.66 µM]	-7%
COc1ccc(C2C(C(=O)N3CCC4(CC3)OCCO4)c3cc(OC)c(OC)cc3C(=O)N2C)cc1 (stereo unspecified)	5%	-3%	15%	-1%	1%	-24%	18%	4%	0%
Cc1c(N=Cc2c(O)n(CCc3ccccc3)c(=O)[nH]c2=O)c(=O)n(-c2ccccc2)n1C	-1%	-1%	-13%	16%	-6%	-8%	-16%	-23%	12%
C[C@@H]1O[C@@H](O[C@@H]2C=C3CCC4C(CC[C@]5(C)[C@@H](c6ccc(=O)oc6)CC[C@]45O)[C@@]3(C)CC2)[C@H](O)[C@H](O)[C@H]1O (stereo partly specified)	-18%	-36%	0.0073µM*	u	13%	u	0.0092µM*	-91%	0.01µM*
CCC1=CCN(CCc2c(C)[nH]c3ccccc23)CC1	6%	1%	2%	0%	16%	2%	0%	u	0%
Cc1ccc(-n2nc(C)cc2NC(=O)COc2cc(C)cc3oc(=O)c4c(c23)CCC4)cc1	8%	-17%	-6%	2.1µM*	-25%	1%	-20%	0%	-21%
COc1cc(OC)c(/C=C2\C(=O)Nc3ccccc32)c(OC)c1	-7%	u	u	8.2µM*	26%	12µM*	2.6µM*	u	4.1µM*
O=C(C1CCN(c2nc3ccc(Br)cc3s2)CC1)N1CCC2(CC1)OCCO2	10%	15%	-4%	0%	-1%	-2%	-10%	12%	0%
COc1cccc2cc(-c3cc(=O)oc4ccc(OC(=O)N(C)C)cc34)oc12	3%	1%	18%	4%	0%	210%	7%	6%	2%
S=C(NCCC(c1ccccc1)c1ccccc1)Nc1ccc(Cl)cc1	1%	u	u	u	u	0%	u	0%	-4%
Cn1c(O)c(/C=N/Nc2ccccc2)c(=O)n(C)c1=O	9%	u	8.2µM*	1%	4%	-18%	7.3µM*	10µM*	-5%
COC(=O)C1=C(c2ccccc2)C[C@@H]2CC[C@H]1N2C(=O)N1CCCC1	-2%	-4%	9%	-20%	7%	9%[9.22 µM]	6%	-12%	11%
Cc1cc(C)cc(N2C(=O)NC(=O)/C(=C\c3cccn3-c3ccccc3)C2=O)c1	-19%	-8%	-21%	18µM*	-42%[inhibitor]	u	u	u	u
Cc1cccc(OP(N)(=O)Oc2cccc(C)c2C)c1C	6%	-4%	-16%	0%	19%	2%	-4%	11µM*	-1%
CCOc1cc(C=C2C(=O)NC(=O)NC2=O)ccc1OCC(=O)N1CCOCC1	-1%	13%	2%	4%	-11%	-3%	-8%	22%	-2%
Cc1nc2ccsc2c(=O)n1-c1ccccc1Cl	9%	-53%	14%	-1%	-6%	-121%[inhibitor]	7%	5%	-3%
O=C(NC1CCCCC1)N1Cc2cc(-c3cccc(F)c3)ccc2-n2nncc2C1	11%	17%	-2%	24%	18%	x	-5%	32%[activator]	0%
COC(=O)[C@@H]1N=C(c2ccc(OC)cc2)O[C@]12C(=O)N(C)c1ccc(Cl)cc12	18%	-6%	-20%	0%	15%	x	2%	4%	-6%
O=c1c2ccccc2nc(-c2ccccc2Cl)n1-c1cccc(O)c1	-1%	-5%	-3%	-1%	-10%	7%	-8%	0.89µM*	-12%
COc1ccc(CCNCc2ccc3c(c2)n(C)c(=O)n3C)cc1	x	-1%	x	-7%	0%[9.22 µM]	x	x	-11%	-3%
CN1C(=O)C(=Cc2ccccc2Oc2ccc(Cl)cc2)C(=O)N(C)C1=O	0%	-24%	0%	u	5%	u	1%	u	u

Compound profiles (already shown).
Entry for Cc1nc2ccsc2c(=O)n1-c1ccccc1Cl = GLP-1R agonist: 9%; GLP1R cytotox: -53%; HT1080NT lethal: 14%; KB-V1 cytotox: -1%; TDP-43 yeast inh: -6%; SW480 rerep: -121%[inhibitor]; HT1080 IDH1KD tx: 7%; GLP1R inv ag: 5%; KB-3-1 tox: -3%
Entry for S=C(NCCC(c1ccccc1)c1ccccc1)Nc1ccc(Cl)cc1 = GLP-1R agonist: 1%; GLP1R cytotox: u; HT1080NT lethal: u; KB-V1 cytotox: u; TDP-43 yeast inh: u; SW480 rerep: 0%; HT1080 IDH1KD tx: u; GLP1R inv ag: 0%; KB-3-1 tox: -4%

Remaining list, next part.
smiles	GLP-1R agonist	GLP1R cytotox	HT1080NT lethal	KB-V1 cytotox	TDP-43 yeast inh	SW480 rerep	HT1080 IDH1KD tx	GLP1R inv ag	KB-3-1 tox
O=C(NCNC(=O)NC1C(=O)NC(=O)N1CO)NC1C(=O)NC(=O)N1CO (stereo unspecified)	0%&5%	-1%	-4%	13%	-2%	7%&-3%	15%	-1%	0%
COCCNC(=O)Cn1cc(C(=O)c2ccccc2F)c2ccccc21	-1%	-5%	-7%	-8%	16%	-2%	-4%	0%	0%
COc1cc2c(C(=O)O)c(C)n(C)c2cc1Br	5%	5%	24%	3%	-13%	-6%	21%	2%	12%
O=C(Nc1ccc(Cl)c(Cl)c1)O/N=C/c1ccncc1	-14%	u	-17%	-21%	26%	-9%	1%	u	0%
COc1ccc2[nH]c(C)c(CCNCc3cccnc3)c2c1	-5%	7%	0%	2%	3%	-5%	-3%	-1%	5%
Nc1ncc(-c2nnnn2-c2ccc(Cl)cc2)c(-c2ccc(Cl)cc2)n1	0%	u	6.5µM*	6.5µM*	6%	2.9µM*	7.3µM*	u	5.2µM*
O=C1NC2C(=CC(O)C(O)C2O)c2cc3c(c(O)c21)OCO3 (stereo unspecified)	-6%	-48%	0.73µM*	u	0%	u	0.15µM*	-68%	0.1µM*
NCCc1ccc(O)cc1	-3%&9%	-5%	-5%	8%	15%	-3%	14%	-3%	0%
O=C1NCN(c2ccccc2)C12CCNCC2	3%	-13%	-3%	10%	-10%	-11%	6%	0%	-8%
O=[N+]([O-])c1ccc(NS(=O)(=O)c2ccccc2)c(Cl)c1	-7%	u	6.5µM*	23µM*	-93%[inhibitor]	u	u	u	16µM*
CC1(C)C/C(=N\NC(=S)Nc2ccccc2F)c2cc(O)ccc2O1	8%	u	u	u	9%	19%	u	u	u
Cc1ccc(-n2c(C)nc3ccccc3c2=O)cc1C	4%	-12%	-1%	-13%	16%	u	-2%	-5%	-3%
C=CCn1c(O)c(C(CC)=Nc2cccc(C(F)(F)F)c2)c(=O)[nH]c1=O	0%	5%	-1%	u	-22%	-4%	3%	7%	-1%
CC1([N+](=O)[O-])COP(=O)(NC2CC2)OC1 (stereo unspecified)	-5%	1%	16%	-15%	10%	-5%	19%	7%	3%

Screens (PubChem BioAssay)
